# Bioassay records deposited in PubChem by National Center for Advancing Translational Sciences (NCATS).
# TRHR PAM – allosterically enhances the human TRH receptor; TRHR cells, fluo-8 calcium fluorescence, EC20 TRH enhancement; enhancement, % at 2 µM; P34981; 360,000 tested, 0.66% active; in the data active means enhancement above about 30%; further: 0% is about no effect
#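 Enhancer read-out: after compound pinning and an initial kinetic agonist-mode read, an EC20 of TRH (10 nM final) was injected and fluo-8 calcium signal (Ex 480/Em 530) followed at 1 s/cycle for 100 cycles in TRHR-expressing cells.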
# RXFP1 antagonist – blocks the human relaxin receptor RXFP1 | activity change, negative = inhibition, % at 57.5 µM | Q9HBX9 | 350,000 tested, 0.59% active | HEK293-RXFP1, relaxin-stimulated cAMP HTRF, 30 min; hits give low values | AID 1259400;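 active means activity change of -60% or lower, but not beyond a set lower limit; inconclusive means change between -60% and -40%, or beyond the set limit; inactive means change above -40%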; further: on the % scale 0 is the no-effect control and ±100 the full control effect
# D2 PAM – positively modulates the human D2 dopamine receptor allosterically; AID 485347; potentiation, % at 10 µM; 340,000 tested, 0.34% active; HEK293 T-REx D2, calcium flux, EC20 dopamine potentiation;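 active means potentiation over 3 SD above the plate norm, cut at about 30% in these data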; further: 0% is about no effect
# Target sequence (P14416 whole entry, looked up): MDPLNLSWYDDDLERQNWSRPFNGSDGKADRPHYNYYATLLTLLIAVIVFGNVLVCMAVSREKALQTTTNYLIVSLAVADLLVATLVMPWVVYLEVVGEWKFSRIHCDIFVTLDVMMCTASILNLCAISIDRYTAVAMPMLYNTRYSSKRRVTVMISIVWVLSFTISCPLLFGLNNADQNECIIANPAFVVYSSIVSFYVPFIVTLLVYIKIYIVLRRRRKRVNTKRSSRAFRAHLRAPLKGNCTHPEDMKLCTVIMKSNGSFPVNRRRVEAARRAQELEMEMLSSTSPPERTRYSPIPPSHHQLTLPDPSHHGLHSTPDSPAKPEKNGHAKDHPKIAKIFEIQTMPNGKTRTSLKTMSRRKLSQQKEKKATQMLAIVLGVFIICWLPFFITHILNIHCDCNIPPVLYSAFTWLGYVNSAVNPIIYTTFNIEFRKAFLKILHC
#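 Potentiation of an EC20 dopamine calcium response measured kinetically over 180 s, after a preceding 180 s compound-only read flagging agonists. Cells: inducible Hek293 Trex D2 line, 4000/well, cultured overnight at 30 C before dye loading.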
# D1 agonist – human D1 receptor agonism | P21728 | HEK293 T-REx D1 cells, calcium flux, agonist mode | activation, % at 2 µM | 360,000 tested, 1% active | AID 504660; in the data active means activation above about 30%; further: 0% is about no effect
# Target sequence (P21728 whole entry, looked up): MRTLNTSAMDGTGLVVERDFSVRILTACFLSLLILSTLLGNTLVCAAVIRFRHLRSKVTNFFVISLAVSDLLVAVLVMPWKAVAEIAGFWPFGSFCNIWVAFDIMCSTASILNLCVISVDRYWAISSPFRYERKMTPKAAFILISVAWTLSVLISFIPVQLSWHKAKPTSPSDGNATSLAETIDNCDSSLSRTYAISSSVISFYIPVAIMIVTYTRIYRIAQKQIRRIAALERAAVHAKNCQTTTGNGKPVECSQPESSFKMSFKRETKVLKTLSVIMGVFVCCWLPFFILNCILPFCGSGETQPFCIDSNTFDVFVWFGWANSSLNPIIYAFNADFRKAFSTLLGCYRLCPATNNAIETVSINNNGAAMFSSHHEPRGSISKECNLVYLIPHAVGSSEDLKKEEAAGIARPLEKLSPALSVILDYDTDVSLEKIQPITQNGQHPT
#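 Agonism was scored from calcium flux recorded over 180 s (1 read/s) after pintool compound addition, following a 10-cycle baseline. Cells were inducible force-coupled HEK293 TREx D1, plated overnight at 30 C and loaded with no-wash calcium dye.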
# D1 PAM – human D1 dopamine receptor positive modulation | P21728 | HEK293 TREx D1 cells, calcium flux, dopamine EC20 potentiation | potentiation, % at 10 µM | 360,000 tested, 0.036% active | AID 504651; in the data active means potentiation above about 30%; further: 0% is about no effect
# D2 ag – D2 dopamine receptor (human) agonism; activation, % at 2 µM; HEK293 T-REx D2 cells, calcium flux agonist mode; 340,000 tested, 0.53% active; P14416;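 active means activation over 3 SD above normal in the single-dose calcium agonist read, cut at about 30% in these data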; further: 0% is about no effect
#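 Calcium-flux readout, 1 cycle/sec over 180 s following compound pin transfer, in inducible HEK293 Trex D2 cells (force-coupled); dopamine controls included. Positive calcium responses during this window marked compounds as potential agonists.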
# RXFP1 ag – activates the human relaxin receptor RXFP1 | Q9HBX9 | HEK293T-RXFP1 cAMP TR-FRET, 30 min; response scale: percent of porcine relaxin response, buffer zero | Potency, µM (titrated, usually from 57.5 µM), inactives show at the top dose activation, most hits filed as activators | 370,000 tested, 0.3% active; active means well fitted activation curve with a large enough effect; inconclusive means small, poorly fitted or top-dose-only effect; further: potency means the concentration at half of the fitted maximal effect; on the % scale 0 is the no-effect control and ±100 the full control effect; nearly all actives have a fitted effect of over 60% in size; many of its hits are not listed in these tables
#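 Agonist response is measured as cAMP accumulation in an RXFP1-transfected HEK293T line under PDE4 inhibition. Values are scaled between buffer-only and 29 nM porcine relaxin, and EC50s come from standard Hill equation fits.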
# D2 antag – antagonizes the human D2 dopamine receptor. P14416. HEK293 TREx D2 cells, calcium flux, dopamine EC80. 340,000 tested, 2% active. inhibition, % at 10 µM; in the data active means inhibition above about 30%; further: 0% is about no effect
#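 Tetracycline-induced HEK293 T-REx cells expressing D2 force-coupled to calcium signalling were dye-loaded, exposed to compound for 180 s, then challenged with an EC80 of dopamine; calcium flux was followed kinetically for a further 180 s.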
# D1 antag – antagonists of human D1 dopamine receptor; 360,000 tested, 3.2% active; activity change, negative = inhibition, % at 10 µM; HEK293 TREx D1 cells, calcium flux, dopamine EC80; hits give low values; P21728; AID 504652; in the data active means activity change below about -30%; further: on the % scale 0 is the no-effect control and ±100 the full control effect
#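 Cells carrying a force-coupled, tetracycline-inducible human D1 receptor report calcium flux. Each well gets a 10 s baseline, compound with 180 s monitoring, then an EC80 dopamine stimulus with a second 180 s kinetic read.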
# * hit, by the source's call; u = inconclusive; x = not tested or not shown; & = joins results of further samples; ! = repeats disagree. The list is partial; count on the stated rates, not on these rows.
# Values run as follows: TRHR PAM	RXFP1 antagonist	D2 PAM	D1 agonist	D1 PAM	D2 ag	RXFP1 ag	D2 antag	D1 antag
1: Cc1ccc(Nc2cc(C)c(O)c(C)c2)cc1
    4	5	1	2	-4	-2.0	3.7%	-13	-11
2: COc1ccc(NC(=O)CSCC(=O)N(C)Cc2ccc(Cl)c(Cl)c2)cc1
    1	4	4	1	7	0.0	-0.2%	-6	-9
3: CC(=O)Nc1ncc(N=Nc2cccc(C(F)(F)F)c2)s1
    22	4	8	1	1	-0.4	1.0%	-22	0
4: NS(=O)(=O)c1ccc(NC(=O)COC(=O)COc2ccc(Cl)cc2)cc1
    -1	-9	0	-1	0	0.0	1.9%	-11	-14
5: CCOC(=O)c1c(C)[nH]c(C(=O)OCC(=O)N2CCc3ccccc32)c1C
    8	-9	10	4	11	0.1	-0.2%	-33	-3
6: CCOc1ccccc1C(=O)Nc1ccc2nc3c(c(Nc4ccc(OC)c(OC)c4)c2c1)CCCC3
    -2	u	7	-2	-1	x	-1.8%	x	4
7: CC1(C)CC(=O)/C(=C(\O)CCCN2C(=O)c3ccccc3C2=O)C(=NCC(=O)O)C1
    0	19	15	2	-1	0.6	-0.2%	-9	2
8: NCCNC(=O)Cn1c(=O)c2c3c(sc2n(Cc2ccccc2)c1=O)CCCC3
    7	-32	-1	2	-2	0.4	0.0%	-12	-1
9: COc1ccc(CCNC(=O)Cn2ccc3cc(S(=O)(=O)N4CCCCC4)ccc32)cc1OC
    -3	4	-1	0	-1	0.3	0.5%	x	-10
10: COc1ccc(/C=C(\C#N)C(=O)OCC(=O)NC(=O)NCCC(C)C)cc1
    4	5	6	4	-2	1.6	0.6%	1	-9
11: O=C(CCS(=O)(=O)c1cc2c(cc1Cl)NC(=O)CO2)NCc1ccccc1Cl
    -1	x	-7	5	-4	1.4	-1.8%	x	4
12: CCS(=O)(=O)Nc1ccc(Cc2ccncc2)cc1
    6	1	-7	7	-3	0.2	-0.6%	11	-14
13: CCSc1nnc2n(N)c(=O)c3ccccc3n12
    -5	x	9	2	-9	0.6	3.0%	7	-85*
14: CCOc1ccc(NC(=O)C2CCCN(C(=O)Nc3ccccc3)C2)cc1 (stereo not drawn)
    -2	22	6	2	17	-0.1	-0.6%	1	6
15: Cc1nnc(NC(=O)c2ccc3c(c2)C(=O)N(CCC(C)C)C3=O)s1
    -3	6	x	2	-9	x	-0.9%	x	10
16: CCOC(=O)NC1(C(F)(F)F)NC(=O)N(C2CCCCC2)C1=O (stereo not drawn)
    -1	7	-2	0	12	-1.3	-1.1%	20	-12
17: COc1cccc(NC(=O)CSc2nc(O)c(C/C=C/c3ccccc3)c(=O)[nH]2)c1
    4	-10	5	0	0	-0.2	4.6%	x	4
18: COc1ccc(-c2noc(C3CCCN(C(=O)c4ccccc4OC)C3)n2)cc1OC (stereo not drawn)
    2	11	8	-1	0	0.2	0.2%	10	8
19: O=C1CC2(CCCCC2)Oc2ccc(OCC(=O)N3CCOCC3)cc21
    -2	21	7	1	-3	1.0	-1.4%	18	-14
20: COc1ccc(NC(=O)c2cnn(-c3ccccc3)c2C)cc1
    18	-4	-7	3	0	-2.1	-1.0%	-6	-9
21: CCOC(=O)Cc1csc(NC(=O)c2ccc(C)c(S(=O)(=O)N3CCOCC3)c2)n1
    5	12	3	1	1	0.1	-1.4%	-5	-25
22: C/C(=N\NC(=O)COc1ccccc1-c1ccccc1)c1ccccn1
    -4	-23	2	12	1	3.0	2.3%	-2	-2
23: Cc1oc2c(C)c3oc(=O)c(CCC(=O)N4CCC(C(=O)NCCC(=O)O)(c5ccccc5)CC4)c(C)c3cc2c1C
    -1	-9	-17	0	-5	0.5	5.4%	4	3
24: O=C(Nc1ccc(Cl)cc1Cl)c1n[nH]c(Cn2cncn2)n1
    -2	2	-8	3	-1	-1.0	2.8%	20	17
25: COc1ccccc1N1CCN(S(=O)(=O)c2c(C)[nH]c(=O)[nH]c2=O)CC1
    4	-13	7	2	-4	1.2	-0.4%	-7	5
26: Cc1ccc(OCCN2CCN(C(=O)CCC(=O)Nc3nnc(C(C)C)s3)CC2)cc1
    3	-13	8	7	-2	0.0	0.0%	-5	-17
27: Cc1ccccc1-c1ccnc2[nH]n(-c3ccccc3)c(=O)c12
    4&-3	-4	2&26	4&0	14&-3	-1.1&0.1	1.6%&-0.1%	-5	-37*!
28: Cc1ccc2c(c1)C1CN(C)CCC1N2C(=O)COc1ccccc1F (stereo not drawn)
    -2	5	-6	3	-1	-0.9	-4.5%	-3	-2
29: O=C(c1ccncc1)N1CCN(S(=O)(=O)c2ccccc2Br)CC1
    -3	-6	-9	5	x	-0.1	1.8%	-34	4
30: CCOc1ccccc1NC(=O)COC(=O)CCOc1cc(C)ccc1C
    -6	-13	-3	5	-14	0.4	2.2%	2	-7

# (next part)
item | SMILES | TRHR PAM | RXFP1 antagonist | D2 PAM | D1 agonist | D1 PAM | D2 ag | RXFP1 ag | D2 antag | D1 antag
31 | Cc1ccc(NC(=O)C2CCCN(c3ncnc4onc(C)c34)C2)cc1Cl (stereo not drawn) | 14 | -12 | -5 | 17 | -6 | x | -0.9% | x | -10
32 | Cc1ccccc1C(=O)NC1CCN(C(=O)Nc2ccc(F)cc2)CC1 | 4 | -11 | 2 | 3 | 10 | 2.1 | 0.6% | 2 | -3
33 | COc1ccc(C2/C(=C(/O)c3ccc(Cl)cc3)C(=O)C(=O)N2CCN2CCOCC2)c(OC)c1 (stereo not drawn) | -2 | -8 | -16 | 3 | -4 | -0.3 | 4.1% | -13 | 1
34 | Cc1ccc(NC(=O)c2cncc(Br)c2)c([N+](=O)[O-])c1 | -1 | 0 | 0 | -1 | -3 | -0.7 | 2.0% | -11 | -21
35 | Cc1nn2c(N3CCCC3)cc(C(C)C)nc2c1-c1ccccc1 | 1 | 0 | -6 | 4 | 0 | -0.4 | 1.3% | 2 | 11
36 | CCCc1cc(=O)[nH]c(SCC(=O)Nc2sc3c(c2C#N)CCCC3)n1 | -7 | 2 | -8 | 1 | -9 | 0.5 | 1.5% | 3 | -16
37 | COCc1ccc2oc(C(=O)O)cc2c1 | 2 | -3 | -1 | 2 | -6 | 0.3 | 0.4% | -2 | -17
38 | CCCN1CCN(C(=O)Cn2ncc3c4ccccc4n(Cc4cccc(Cl)c4)c3c2=O)CC1 | 1 | -3 | 4 | 1 | 2 | -0.4 | 0.5% | x | -5

# The closing 7 records of the section before are carried over, then new ones follow:
item | SMILES | TRHR PAM | RXFP1 antagonist | D2 PAM | D1 agonist | D1 PAM | D2 ag | RXFP1 ag | D2 antag | D1 antag
32 | Cc1ccccc1C(=O)NC1CCN(C(=O)Nc2ccc(F)cc2)CC1 | 4 | -11 | 2 | 3 | 10 | 2.1 | 0.6% | 2 | -3
33 | COc1ccc(C2/C(=C(/O)c3ccc(Cl)cc3)C(=O)C(=O)N2CCN2CCOCC2)c(OC)c1 (stereo not drawn) | -2 | -8 | -16 | 3 | -4 | -0.3 | 4.1% | -13 | 1
34 | Cc1ccc(NC(=O)c2cncc(Br)c2)c([N+](=O)[O-])c1 | -1 | 0 | 0 | -1 | -3 | -0.7 | 2.0% | -11 | -21
35 | Cc1nn2c(N3CCCC3)cc(C(C)C)nc2c1-c1ccccc1 | 1 | 0 | -6 | 4 | 0 | -0.4 | 1.3% | 2 | 11
36 | CCCc1cc(=O)[nH]c(SCC(=O)Nc2sc3c(c2C#N)CCCC3)n1 | -7 | 2 | -8 | 1 | -9 | 0.5 | 1.5% | 3 | -16
37 | COCc1ccc2oc(C(=O)O)cc2c1 | 2 | -3 | -1 | 2 | -6 | 0.3 | 0.4% | -2 | -17
38 | CCCN1CCN(C(=O)Cn2ncc3c4ccccc4n(Cc4cccc(Cl)c4)c3c2=O)CC1 | 1 | -3 | 4 | 1 | 2 | -0.4 | 0.5% | x | -5
39 | N#Cc1ccccc1NC(=O)CNc1ccc(Cl)c(C(F)(F)F)c1 | 7 | -3 | 14 | 3 | 5 | 0.9 | -2.5% | -3 | 3
40 | O=C1C2CCCN2C(=O)N1CCCCN1CCN(c2cccc(C(F)(F)F)c2)CC1 (stereo not drawn) | 5 | 19 | -23 | 6 | -24 | 1.0 | 0.5% | 106* | -23
41 | CN(C)c1ccc(C(C(=O)NCC2CCCO2)N(Cc2ccco2)C(=O)c2snc(C(N)=O)c2N)cc1 (stereo not drawn) | -1 | -4 | 17 | 2 | -7 | 0.3 | -1.8% | -10 | -12
42 | COc1ccc(C(=O)N2CCc3cc(OC)c(OC)cc3C2c2cccc([N+](=O)[O-])c2)cc1OC (stereo not drawn) | 6 | -4 | -11 | 6 | 4 | -0.5 | 10% | -13 | 12
43 | C=C(C)C1CC=C(CN2CC(C)OC(C)C2)CC1 (stereo not drawn) | -8 | -13 | -24 | 1 | -3 | 13 | -0.3% | 6 | -19
44 | O=C(NCC(c1cccnc1)N1CCOCC1)c1ccc2c(c1)OCO2 (stereo not drawn) | 2 | -14 | 4 | 2 | 5 | 0.6 | 0.0% | 5 | -17
45 | S=C(Nc1cccc(Cl)c1)Nc1ccccc1Oc1ccccc1 | -3 | -14 | -6 | 3 | -1 | -0.2 | 0.2% | -6 | 4
46 | CC(C)Oc1ccc(CC2CC(=O)NC2=O)cc1 (stereo not drawn) | 5 | -11 | 3 | 1 | 6 | 0.5 | 0.0% | 5 | 5
47 | CCN1CN(Cc2ccco2)CNC1=S | 0 | 4 | 10 | 3 | -1 | -0.9 | -0.2% | -5 | -12
48 | Cc1ccc(OC(=O)c2ccc([N+](=O)[O-])cc2Cl)cn1 | -10 | 4 | 11 | 3 | -4 | 0.3 | 1.7% | 7 | -13
49 | COc1ccc(C2=Nn3c(nnc3-c3cccnc3)SC2)cc1 | 1 | 0 | x | 0 | -5 | x | 4.9% | x | -16
50 | CCc1c(O)nc(SCC(=O)N2CCOCC2)n(-c2ccccc2)c1=O | -1 | -1 | 8 | 2 | 1 | 0.9 | 1.2% | -4 | 0
51 | CCc1cc(=O)oc2c(C)c(OCC(=O)N3CCCc4ccccc43)ccc12 | -2 | 5 | -4 | 2 | 4 | -1.9 | 5.7% | 8 | -11
52 | COc1ccc(N2CCN(C(=O)c3cn(C)c4ccc(S(=O)(=O)N(C)C5CCCCC5)cc4c3=O)CC2)cc1 | -3 | -14 | 4 | -2 | 2 | 0.2 | 0.2% | x | 7
53 | COCCN=C1Sc2nc3c(C)cccc3cc2CN1Cc1ccco1 | 0 | -13 | -8 | 7 | -7 | 1.5 | 0.6% | 0 | 5
54 | COc1ccc(S(=O)(=O)N(CCc2ccccc2)CC(=O)Nc2cccc(OC)c2)cc1 | 10 | -9 | 3 | 31* | 0 | -2.0 | 6.8% | x | -31*
